Assay outcomes deposited in PubChem by National Center for Advancing Translational Sciences (NCATS).
TRHR enhancer: TRH receptor (human) allosteric enhancement; 0.66% of 360,000 active; TRHR cells, fluo-8 calcium fluorescence, EC20 TRH enhancement; AID 493056; enhancement, % at 2 µM; in the data active = enhancement above about 30%; note: 0% is about no effect
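TRHR-expressing cells loaded with fluo-8 calcium dye were read kinetically (ex 480/em 530) during compound addition, then stimulated with an EC20 of TRH (10 nM final). Enhancement of the Gq-mediated intracellular calcium response was scored.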
D1 potentiator: human D1 dopamine receptor positive modulation. P21728. 0.036% of 360,000 active. HEK293 TREx D1 cells, calcium flux, dopamine EC20 potentiation. AID 504651. potentiation, % at 10 µM; in the data active = potentiation above about 30%; note: 0% is about no effect
D2 agonist: D2 dopamine receptor (human) agonism; P14416; HEK293 T-REx D2 cells, calcium flux agonist mode; activation, % at 2 µM; 0.53% of 340,000 active; AID 485358;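 active = activation over 3 SD above normal in the single-dose calcium agonist read, cut at about 30% in these data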; note: 0% is about no effect
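Tetracycline-induced HEK293 Trex cells with D2 receptor force-coupled to calcium signaling, plated overnight at 30 C and loaded with no-wash calcium dye. Calcium flux read kinetically for 180 s after compound addition; responses flag agonists.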
D2 potentiator: positive allosteric modulators of human D2 dopamine receptor | P14416 | HEK293 T-REx D2, calcium flux, EC20 dopamine potentiation | potentiation, % at 10 µM | 0.34% of 340,000 active;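 active = potentiation over 3 SD above the plate norm, cut at about 30% in these data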; note: 0% is about no effect
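Potentiation of an EC20 dopamine calcium response is measured in a force-coupled, tetracycline-inducible Hek293 Trex D2 line. Compound-only kinetic reads over 180 s flag agonists before dopamine addition.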
TRHR ag: activates the human TRH receptor. activation, % at 2 µM. AID 493084. 0.18% of 360,000 active. P34981. TRHR cells, calcium flux fluo-8, FDSS agonist mode; note: 0% is about no effect
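TRHR-expressing cells, plated overnight in medium with 10% serum, were loaded with fluo-8 calcium dye at room temperature. After a 10 s baseline, library compound was pin-added and calcium release was recorded kinetically (ex 480/em 530) as agonist response.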
D1 antag: human D1 dopamine receptor antagonism; P21728; HEK293 TREx D1 cells, calcium flux, dopamine EC80; hits give low values; activity change, negative = inhibition, % at 10 µM; 3.2% of 360,000 active; AID 504652; in the data active = activity change below about -30%; note: % is set by controls: 0 for no effect and ±100 for the full control effect
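Calcium flux readout: force-coupled, inducible Hek293 Trex D1 line, cells induced overnight at 30 C with tetracycline, dye-loaded 30–90 min at RT. Antagonism scored against EC80 dopamine challenge given 180 s after compound.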
D2 antagonist: D2 dopamine receptor (human) antagonism. P14416. HEK293 TREx D2 cells, calcium flux, dopamine EC80. inhibition, % at 10 µM. 2% of 340,000 active. AID 485344; in the data active = inhibition above about 30%; note: 0% is about no effect
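Tetracycline-induced HEK293 TREx cells expressing D2 receptor forced-coupled to calcium signalling, loaded with no-wash calcium dye. Compounds added and calcium flux read 180 s, then dopamine added at EC80 and read a further 180 s.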
D1 agonist: activates the human D1 dopamine receptor. 1% of 360,000 active. AID 504660. HEK293 T-REx D1 cells, calcium flux, agonist mode. P21728. activation, % at 2 µM; note: 0% is about no effect
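Inducible HEK293 T-REx D1 cells, force-coupled to calcium signalling, were plated at 4000 cells/well with tetracycline and held overnight at 30 C. After no-wash calcium dye loading, compound-evoked calcium rise over 180 s flagged agonists.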
RXFP1 antag: RXFP1 (human) relaxin receptor antagonism; 0.59% of 350,000 active; activity change, negative = inhibition, % at 57.5 µM; AID 1259400; HEK293-RXFP1, relaxin-stimulated cAMP HTRF, 30 min; hits give low values;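 active = activity change of -60% or lower, but not beyond a set lower limit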; note: % is set by controls: 0 for no effect and ±100 for the full control effect
Target sequence (Q9HBX9 whole entry, looked up): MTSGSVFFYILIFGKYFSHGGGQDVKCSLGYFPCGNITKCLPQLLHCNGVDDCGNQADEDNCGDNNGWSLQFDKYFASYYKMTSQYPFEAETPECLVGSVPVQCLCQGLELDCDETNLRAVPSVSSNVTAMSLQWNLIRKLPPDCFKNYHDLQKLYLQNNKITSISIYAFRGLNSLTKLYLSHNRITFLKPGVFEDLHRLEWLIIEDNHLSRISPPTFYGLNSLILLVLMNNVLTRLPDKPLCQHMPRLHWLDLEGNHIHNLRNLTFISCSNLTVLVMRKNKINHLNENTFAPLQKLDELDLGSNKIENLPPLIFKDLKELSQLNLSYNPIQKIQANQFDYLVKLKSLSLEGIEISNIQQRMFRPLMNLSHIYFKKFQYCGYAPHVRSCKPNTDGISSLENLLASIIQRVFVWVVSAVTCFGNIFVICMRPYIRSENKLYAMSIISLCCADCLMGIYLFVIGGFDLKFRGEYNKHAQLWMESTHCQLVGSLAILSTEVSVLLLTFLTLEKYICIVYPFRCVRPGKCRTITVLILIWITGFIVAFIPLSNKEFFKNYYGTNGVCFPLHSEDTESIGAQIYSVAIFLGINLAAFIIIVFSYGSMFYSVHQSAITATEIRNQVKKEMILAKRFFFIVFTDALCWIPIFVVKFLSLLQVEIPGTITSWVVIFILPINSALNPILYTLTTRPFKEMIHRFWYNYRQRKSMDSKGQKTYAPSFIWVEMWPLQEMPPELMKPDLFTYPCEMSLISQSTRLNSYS
Numbers without * were called inactive. Cut-off read from the data, not from the text of the source, unless noted: active = activation above about 30%; inactive = the rest.

For CCOC(=O)Cn1c(=O)oc2cc(S(=O)(=O)Nc3cc(OC)cc(OC)c3)ccc21 the results were TRHR enhancer 2, D1 potentiator -4, D2 agonist 0.7, D2 potentiator 0, TRHR ag 0.3, D1 antag -5, D1 agonist 6 and RXFP1 antag -28.
For CCOC(=O)c1cc(-c2ccc(OC)cc2)n(CCC(=O)Nc2cccc(C(C)=O)c2)c1C the results were TRHR enhancer -1, D1 potentiator -5, D2 agonist -0.2, D2 potentiator 1, TRHR ag 0.3, D1 antag -4, D1 agonist 2 and RXFP1 antag -26.
Screening CC(C)c1nnc2n1N=C(c1ccc(Cl)cc1)CS2 returned TRHR enhancer -3, D1 potentiator -4, D2 agonist 0.9, D2 potentiator -3, TRHR ag 0.2, D1 antag 8, D2 antagonist -2, D1 agonist 1 and RXFP1 antag -5.
`Cc1nc2cc(CC(=O)O)ccc2o1` gave TRHR enhancer -5, D1 potentiator 0, D2 agonist 0.3, D2 potentiator 16, TRHR ag 1.3, D1 antag 5, D2 antagonist -2, D1 agonist 2 and RXFP1 antag -17.
Screening COc1ccc(NC(=S)N2CCN(C/C=C/c3ccccc3)CC2)c(OC)c1 returned TRHR enhancer -2, D1 potentiator 14, D2 agonist -1.1, D2 potentiator 1, TRHR ag -1.1, D1 antag -7, D2 antagonist 2, D1 agonist 3 and RXFP1 antag -14.
Screening COC(=O)c1ccc(C(=O)OC)c(NC(=S)N2CCC(N3CCCCC3)CC2)c1 returned TRHR enhancer 1, D1 potentiator -3, D2 agonist -0.2, D2 potentiator 5, TRHR ag 0.3, D1 antag 8, D2 antagonist 6, D1 agonist 2 and RXFP1 antag 6.
`CCNC(=O)c1ccc(CSc2nc3ccncc3n2Cc2ccc(F)cc2)cc1` gave TRHR enhancer -1, D1 potentiator 0, D2 agonist -0.1, TRHR ag -0.2, D1 antag -20, D1 agonist 2 and RXFP1 antag -10.
O=C(O)c1cccc(NC(=O)c2ccc(Cl)c(S(=O)(=O)N3CCCCCC3)c2)c1 was read as TRHR enhancer -4, D1 potentiator -8, D2 agonist 0.0, D2 potentiator 2, TRHR ag 0.1, D1 antag 13, D2 antagonist 3, D1 agonist 1 and RXFP1 antag -9.
Screening Cc1cc(C)c(NC(=O)CS(=O)CC(=O)Nc2ccc(N3CCOCC3)cc2)c(C)c1 (stereo not drawn) returned TRHR enhancer -2, D1 potentiator -5, D2 agonist 0.0, D2 potentiator 8, TRHR ag -0.3, D1 antag 10, D2 antagonist 0, D1 agonist 2 and RXFP1 antag -8.
CC(=O)N1c2ccc(S(=O)(=O)N(C)CC(=O)Nc3cccc(C)c3)cc2CC1C (stereo not drawn) was read as TRHR enhancer -1, D1 potentiator -4, D2 agonist 0.6, D2 potentiator 2, TRHR ag -0.4, D1 antag -15, D2 antagonist -14, D1 agonist 13 and RXFP1 antag -3.
For Nc1ccc(C(=O)OCC(=O)N2CCc3ccccc3C2)cc1[N+](=O)[O-] the results were TRHR enhancer -6, D1 potentiator -1, TRHR ag -0.6, D1 antag -2, D1 agonist 8 and RXFP1 antag -11.
For COc1ccc2c(=O)c3c(=O)n(Cc4ccco4)c(-c4ccccc4)nc3oc2c1 the results were TRHR enhancer -1, D1 potentiator 2, D2 agonist -0.9, D2 potentiator -5, TRHR ag -0.1, D1 antag -8, D2 antagonist -7, D1 agonist 0 and RXFP1 antag 8.
CCC(Oc1ccc(C)c(C)c1)C(=O)N1CCCN(C)CC1 (stereo not drawn) was read as TRHR enhancer -7, D1 potentiator -8, D2 agonist 0.3, D2 potentiator -12, TRHR ag 0.2, D1 antag 7, D2 antagonist -20, D1 agonist -1 and RXFP1 antag 5.
`Cc1ccc(Cl)cc1N1CCN(C(=O)CSc2ccsc2[N+](=O)[O-])CC1` gave TRHR enhancer -3, D1 potentiator -2, D2 agonist 0.1, D2 potentiator -1, TRHR ag 0.4, D1 antag 9, D2 antagonist -6 and D1 agonist 1.
For NS(=O)(=O)c1ccc(CCNCc2cc(Br)ccc2OCc2ccccc2F)cc1 the results were TRHR enhancer 9, D1 potentiator -3, D2 agonist 0.2, D2 potentiator 4, TRHR ag 0.1, D1 antag -31*, D2 antagonist 2, D1 agonist 25 and RXFP1 antag -25.
For O=S(=O)(c1ccc2nc(Nc3ccccc3)ccc2c1)N1CCCCC1 the results were TRHR enhancer -3, D1 potentiator -7, D2 agonist 0.6, D2 potentiator 0, TRHR ag 0.2, D1 antag 10, D2 antagonist 4, D1 agonist 5 and RXFP1 antag -18.
COc1ccc(CCNC(=O)C2CCCN(S(=O)(=O)c3ccc4c(c3)oc(=O)n4C)C2)cc1OC (stereo not drawn) was read as TRHR enhancer -10, D1 potentiator 2, D2 agonist -0.2, D2 potentiator -3, TRHR ag -0.2, D1 antag 4 and D1 agonist -1.
Screening COc1cccc(NC(=O)COC(=O)Cn2c(C)csc2=O)c1 returned TRHR enhancer -1, D2 agonist 0.5, D2 potentiator 0, TRHR ag -0.2, D1 antag -94*, D2 antagonist -11, D1 agonist 3 and RXFP1 antag -7.
For CCNc1nc(NCC)nc(N/N=C/c2ccc(O)c(OC)c2)n1 the results were TRHR enhancer -6, D1 potentiator -1, D2 agonist -1.0, D2 potentiator -6, TRHR ag -1.0, D1 antag -3, D2 antagonist -10, D1 agonist 0 and RXFP1 antag -11.
Screening O=C(Cc1nc2ccccc2[nH]1)c1ccc(Cl)cc1 returned TRHR enhancer 2, D1 potentiator -2, D2 agonist 0.6, D2 potentiator 44*, TRHR ag 0.4, D1 antag -11, D2 antagonist -19, D1 agonist -2 and RXFP1 antag -2.
For CN(CC(=O)Nc1cccc(F)c1)C(=O)c1cccc(S(=O)(=O)N2CC3(C)CC2CC(C)(C)C3)c1 (stereo not drawn) the results were TRHR enhancer 10, D1 potentiator 3, D2 agonist 0.7, D2 potentiator -3, TRHR ag 0.9, D1 antag 7, D2 antagonist -9, D1 agonist 3 and RXFP1 antag 0.
Screening CCCCCCCCCCOC(=O)NC1CCS(=O)(=O)C1 (stereo not drawn) returned TRHR enhancer -1, D1 potentiator -2, D2 agonist -0.1, D2 potentiator -5, TRHR ag -0.2, D1 antag -12, D2 antagonist -15, D1 agonist 2 and RXFP1 antag -7.
CCCCCn1cnc2sc(-c3ccccc3)cc2c1=O was read as TRHR enhancer -5, D1 potentiator -8, D2 agonist 1.3, D2 potentiator 5, TRHR ag 1.0, D1 antag 5, D2 antagonist 15, D1 agonist 6 and RXFP1 antag -14.
COc1cc(Cl)ccc1OCc1cc(C(=O)N2CC[C@@H]3CCCC[C@H]3C2)no1 was read as TRHR enhancer 5, D1 potentiator 1, D2 agonist 0.0, D2 potentiator -6, TRHR ag -1.2, D1 antag 1, D2 antagonist -7, D1 agonist 4 and RXFP1 antag 2.
`CCn1cc(C(=O)NCc2ccco2)c(=O)c2cc(S(=O)(=O)N3CCc4ccccc4C3)ccc21` gave TRHR enhancer 1, D1 potentiator -4, D2 agonist 0.2, D2 potentiator 4, TRHR ag -0.2, D1 antag -24, D2 antagonist 6, D1 agonist 2 and RXFP1 antag -4.
`Cc1cccc(C)c1OCc1cc(C(=O)N2CCN(C3CCCC3)CC2)no1` gave TRHR enhancer 6, D1 potentiator -3, D2 agonist -0.5, D2 potentiator -3, TRHR ag -0.1, D1 antag -12, D2 antagonist -13, D1 agonist 3 and RXFP1 antag -6.
`CC1CCc2nn(CC(=O)NCc3ccc4c(c3)OCO4)cc2C1` (stereo not drawn) gave TRHR enhancer -5, D1 potentiator 1, D2 agonist -0.2, D2 potentiator -1, TRHR ag 0.3, D1 antag -17, D2 antagonist -8, D1 agonist -1 and RXFP1 antag -13.
CCN(CC(=O)Nc1ccc2c(c1)OCCO2)C(=O)c1ccc(C(F)(F)F)cc1 was read as TRHR enhancer -4, D1 potentiator -5, D2 agonist -0.2, D2 potentiator -9, TRHR ag -0.3, D1 antag -10, D2 antagonist 6, D1 agonist 0 and RXFP1 antag 8.
Screening Cc1ccc(OCC(=O)Nc2cccc(C(=O)OCc3cc(=O)n4nc(C)sc4n3)c2)cc1 returned TRHR enhancer 2, D1 potentiator 0, D2 agonist -1.5, D2 potentiator 2, TRHR ag -0.3, D1 antag 13, D1 agonist 0 and RXFP1 antag -8.
`COc1ccc(NC(=O)c2cccc3c(=O)c4c([nH]c23)CCCC4)cc1` gave TRHR enhancer -2, D1 potentiator -4, D2 potentiator 0, TRHR ag -0.2, D1 antag -33*, D1 agonist 7 and RXFP1 antag -7.
O=C(OCc1ccc([N+](=O)[O-])cc1)c1ccccn1 was read as TRHR enhancer 5, D1 potentiator 2, D2 agonist -0.9, D2 potentiator 6, TRHR ag -0.2, D2 antagonist 4, D1 agonist -1 and RXFP1 antag -8.
Screening COc1cc(/C=C2/SC(=O)N(Cc3ccccc3Cl)C2=O)ccc1OCc1ccncc1 returned TRHR enhancer 18, D1 potentiator 1, D2 agonist 0.9, D2 potentiator 2, TRHR ag 0.7, D1 antag -6, D2 antagonist -22, D1 agonist 0 and RXFP1 antag 4.
Screening Cc1ccc(CNC(=O)C(=O)NCCC2CCCCN2S(=O)(=O)c2ccccc2)cc1 (stereo not drawn) returned TRHR enhancer 4, D1 potentiator -2, D2 agonist 0.1, D2 potentiator 0, TRHR ag 0.6, D1 antag 2, D2 antagonist 5, D1 agonist 2 and RXFP1 antag 3.
CC1(C)S[C@@H]2[C@H](NC(=O)COc3ccccc3)C(=O)N2C1C(=O)OCc1cc2ccccc2n1S(=O)(=O)c1ccccc1 (stereo partly drawn) was read as TRHR enhancer -4, D1 potentiator 2, D2 agonist 0.8, D2 potentiator 1, TRHR ag 1.5, D1 antag -19, D2 antagonist -18 and D1 agonist 6.
Cc1csc(NC(=O)CSc2nnc(-c3cc(C)on3)o2)n1 was read as TRHR enhancer -2, D1 potentiator -2, D2 agonist -0.3, D2 potentiator 0, TRHR ag 0.2, D1 antag 1, D2 antagonist -2, D1 agonist 3 and RXFP1 antag 15.

Four structures already listed, arranged by length of the SMILES, low to high:
For CCNc1nc(NCC)nc(N/N=C/c2ccc(O)c(OC)c2)n1 the results were TRHR enhancer -6, D1 potentiator -1, D2 agonist -1.0, D2 potentiator -6, TRHR ag -1.0, D1 antag -3, D2 antagonist -10, D1 agonist 0 and RXFP1 antag -11.
`COc1ccc(NC(=O)c2cccc3c(=O)c4c([nH]c23)CCCC4)cc1` gave TRHR enhancer -2, D1 potentiator -4, D2 potentiator 0, TRHR ag -0.2, D1 antag -33*, D1 agonist 7 and RXFP1 antag -7.
For CCOC(=O)c1cc(-c2ccc(OC)cc2)n(CCC(=O)Nc2cccc(C(C)=O)c2)c1C the results were TRHR enhancer -1, D1 potentiator -5, D2 agonist -0.2, D2 potentiator 1, TRHR ag 0.3, D1 antag -4, D1 agonist 2 and RXFP1 antag -26.
For CN(CC(=O)Nc1cccc(F)c1)C(=O)c1cccc(S(=O)(=O)N2CC3(C)CC2CC(C)(C)C3)c1 (stereo not drawn) the results were TRHR enhancer 10, D1 potentiator 3, D2 agonist 0.7, D2 potentiator -3, TRHR ag 0.9, D1 antag 7, D2 antagonist -9, D1 agonist 3 and RXFP1 antag 0.
